HCV NS3 hel inh: HCV NS3 helicase inhibition. NS3 helicase DNA unwinding, Cy5 molecular beacon fluorescence. inhibition, % at 10.9 µM. 0.56% of 290,000 active. AID 1800;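 active means inhibition above the mean of all tested compounds plus 3 SD, set per campaign, cut at about 35% in these data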;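 further: 0% = DMSO wells and 100% = thioflavine S control wells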
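Assay system: hepatitis C virus NS3 helicase domain fragment enzyme. Also added: annealed dual-labelled DNA beacon duplex, ATP-started. Timing: 1 h reaction at 25 °C, ATP-initiated. Technique: Cy5 fluorescence at 0 and 60 min, beacon hairpin quenching. Evaluation: % inhibition of unwinding. Replication: one well per compound.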
CRFR2-BP ag: agonists of human CRF-binding protein/CRF-R2 receptor complex. AID 588473. 0.46% of 350,000 active. activation, % at 13.2 µM. HEK293 CRF-R2/CRF-BP, calcium dye fluorescence (FLIPR); percent of saturating CRF peptide response;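 active means activation of at least 50%, plus an integration ratio under a set limit after plate pattern correction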;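 further: plate controls were neutral control wells without compound for no effect and CRF at EC100 for full effect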
GalR3 antag: human GalR3 antagonism; HEK293 GalR3-CNG cAMP membrane potential fluorescence; galR3 body fused to GalR1 C-terminus; inhibition, % at 3 µM; 0.44% of 360,000 active; AID 651719;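 active means inhibition above the screen-wide average plus 3 SD, cut at about 13% in these data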;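 further: forskolin and galanin both at EC90 stimulate the cells; cAMP rise reported by CNG channel membrane potential dye signal; 0% = forskolin plus galanin with DMSO and 100% = forskolin alone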
SUMO HTRF inh: SUMOylation inhibition; P63279; HTRF SUMOylation assay, SAE1/SAE2 + UBC9, in vitro; inhibition, % at 35 µM; 0.36% of 290,000 active; AID 2006; in the data active means inhibition above about 50%, passing the limit was not always enough; further: strong numbers were not always called active
Target sequence (P63279 whole entry, looked up): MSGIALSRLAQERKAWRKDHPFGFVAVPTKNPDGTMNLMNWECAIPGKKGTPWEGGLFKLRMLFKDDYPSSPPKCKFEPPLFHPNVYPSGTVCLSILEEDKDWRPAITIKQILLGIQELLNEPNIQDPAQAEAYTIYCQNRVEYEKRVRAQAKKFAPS
MEKK2wt PB1 HTS: raises or lowers MEK5 binding to wildtype human MEKK2 PB1 domain; binding response (% of control), % at 10 µM; bead flow cytometry, Alexa488-MEK5 binding to MEKK2 WT; actives lie on both sides; Q9Y2U5; 1.1% of 290,000 active; AID 1531; in the data active means binding response below about 67% or above about 130%
MEKK3 PB1 HTS: modulators (inhibitors or enhancers) of MEK5 binding to human MEKK3 PB1 domain | 1.4% of 290,000 active | binding response (% of control), % at 10 µM | AID 1529 | bead-based flow cytometry, Alexa488-MEK5 binding to MEKK3; actives lie on both sides; 0 = blocked by unlabeled MEK5, 100 = vehicle | Q99759;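 active means binding response more than 3 SD above or below the average of its plate-row segment, actives on both sides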;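 further: Alexa488 bead fluorescence after subtracting the streptavidin-only scavenger bead signal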
Target sequence (Q99759 whole entry, looked up, the tested form may be a part): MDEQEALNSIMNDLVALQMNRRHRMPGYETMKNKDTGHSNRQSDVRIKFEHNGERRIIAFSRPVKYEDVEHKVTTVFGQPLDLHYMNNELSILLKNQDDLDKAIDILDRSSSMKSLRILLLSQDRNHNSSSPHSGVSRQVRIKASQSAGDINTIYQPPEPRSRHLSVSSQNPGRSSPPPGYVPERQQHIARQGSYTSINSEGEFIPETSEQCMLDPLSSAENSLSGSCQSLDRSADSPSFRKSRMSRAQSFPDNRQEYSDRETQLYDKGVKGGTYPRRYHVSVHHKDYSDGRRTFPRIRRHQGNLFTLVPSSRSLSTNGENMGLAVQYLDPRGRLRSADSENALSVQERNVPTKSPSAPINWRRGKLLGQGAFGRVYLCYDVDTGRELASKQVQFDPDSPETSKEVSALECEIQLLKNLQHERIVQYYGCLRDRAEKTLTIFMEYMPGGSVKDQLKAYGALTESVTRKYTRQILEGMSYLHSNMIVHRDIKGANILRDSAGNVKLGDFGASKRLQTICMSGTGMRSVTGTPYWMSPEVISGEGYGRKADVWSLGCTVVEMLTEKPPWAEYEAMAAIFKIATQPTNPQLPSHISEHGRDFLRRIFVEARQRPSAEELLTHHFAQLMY
CRFBP-R2 block: CRF-BP/CRF-R2 complex antagonism | AID 588475 | inhibition, % at 11.8 µM | 0.59% of 350,000 active | HEK293 CRF-R2/CRF-BP, CRF-induced calcium fluorescence;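 active means inhibition of the ligand-induced calcium signal above about 50% at the single tested concentration, limit read from the data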
MEKK2mut PB1 HTS: signal of MEK5 binding to mutant human MEKK2 PB1 domain; AID 1530; bead flow cytometry, Alexa488-MEK5 binding to MEKK2 mutant; 0.35% of 290,000 active; percent response, % at 10 µM; in the data active means percent response above about 24%, passing the limit was not always enough; further: inactives centre near 1; some results filed as inactive read as strong as hits; reference of the scale not given here
DNA FID counter: fluorescent intercalator displacement, NS3 helicase counter-screen | DNA fluorescent intercalator displacement, fluorescence | inhibition, % at 7.9 µM | 0.17% of 290,000 active | AID 1845; in the data active means inhibition above about 37%;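 further: 0% = vehicle and 100% = reference compound; higher means more ethidium bromide displaced from hairpin DNA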
Starred values were filed as active, the others as inactive; / = not tested or not shown. An excerpt; the hit share may differ from the screen's.

SMILES	HCV NS3 hel inh	CRFR2-BP ag	GalR3 antag	SUMO HTRF inh	MEKK2wt PB1 HTS	MEKK3 PB1 HTS	CRFBP-R2 block	MEKK2mut PB1 HTS	DNA FID counter
Cc1ccccc1NS(=O)(=O)c1ccc2c(c1)n(C)c(=O)n2C	17.1	2.4	0.9	3.1	101.0	102.0	-4.4	1.0	-6.4
CCN(Cc1nc2ccccc2c(=O)[nH]1)Cc1cc(=O)oc2cc(OC)ccc12	6.0	6.0	-0.2	22.5	102.0	99.0	-1.7	-2.0	-9.4
COc1ccc(OC)c(S(=O)(=O)NC(C)c2cnn(-c3ccccn3)c2C)c1 (stereo unspecified)	7.0	-1.8	1.4	-8.6	106.0	103.0	6.9	8.0	-23.8
O=S(=O)(c1ccccc1)N1CCN(C(=S)NCc2ccccc2)CC1	4.1	1.2	-3.6	4.5	/	/	-2.0	/	-8.8
C=CCN(c1ccc(Cl)cc1)S(=O)(=O)c1cccc(C(=O)O)c1	6.2	0.4	-6.3	-0.1	93.0	88.0	-2.1	-7.0	-24.5
CCc1cccc(C)c1NC(=S)NCc1ccccc1	-0.9	-4.1	-1.0	5.6	104.0	105.0	-11.7	1.0	-8.7
CCCCCC(=O)O/N=C(\C)c1ccn(S(=O)(=O)c2ccccc2)c1	-15.2	2.7	-11.0	-6.4	104.0	108.0	8.7	9.0	-30.6
Cc1ccc(S(=O)(=O)NC(=O)NCC2CCN(S(=O)(=O)c3ccccc3)CC2)cc1	34.2	-1.5	-1.4	15.4	100.0	102.0	-19.5	-2.0	-28.4
N#CC1(c2nc3ccccc3[nH]2)CC1c1ccc2c(c1)OCO2 (stereo unspecified)	-0.9	0.6	-3.2	7.0	96.0	100.0	-17.0	-4.0	-3.2
Cc1c(OCC(=O)NC2CC(C)(C)NC(C)(C)C2)ccc2c3c(c(=O)oc12)CCC3	-2.3	-0.5	0.2	7.5	102.0	96.0	-7.7	1.0	38.6*
COc1ccc(C2=NN(C(=O)CN3CCCCC3)C(c3ccc(C)cc3)C2)cc1 (stereo unspecified)	-18.6	-2.4	-7.8	17.1	108.0	106.0	-10.3	4.0	7.7
CSCC(C)N1CCC(n2nccc2NC(=O)CCCc2ccccc2)CC1 (stereo unspecified)	-2.7	3.3	-1.2	4.7	104.0	97.0	-11.2	-3.0	5.4
COc1ccc(CCNCc2c(-c3ccccc3)n(C)c3ccccc23)cc1	-70.0	0.4	-19.9	16.2	131.0	105.0	-22.1	20.0	21.9
CCNc1nc(NCC)nc(N/N=C(\C)c2ccc(OC)cc2)n1	11.3	-1.1	-3.5	8.0	104.0	103.0	-4.6	2.0	-10.3
COc1ccc(C(=O)NCc2ccc(C)cc2)cc1S(=O)(=O)N1CCCc2ccccc21	-1.9	0.4	2.9	-0.8	106.0	105.0	0.3	1.0	-17.1
CCOC(=O)c1c(S(=O)(=O)N2CCCC(C(=O)Nc3ncccc3C)C2)c(C)n(C)c1C (stereo unspecified)	-2.4	-0.9	2.4	14.5	106.0	106.0	-4.8	9.0	-14.8
Cc1cccc(C(=O)N[C@@H]2c3ccccc3C[C@@H]2O)n1	/	0.1	-2.9	/	113.0	114.0	0.6	7.0	/
CC(C)CN(C(=O)CN(C)C(=O)Cc1ccccc1Cl)c1c(N)n(CC(C)C)c(=O)[nH]c1=O	-4.4	1.0	-1.6	-10.4	104.0	103.0	-5.5	7.0	-24.9
COc1ccc(-n2c(CN3CCC(C)CC3)nc3ccc([N+](=O)[O-])cc3c2=O)c(OC)c1	-1.4	-1.1	0.3	0.9	92.0	99.0	18.5	-4.0	-4.7
Cc1ccc(S(=O)(=O)N2CCC(=O)N(CCOC(=O)Nc3cc(C)cc(C)c3)CC2)cc1	-7.1	-2.4	6.7	-3.9	103.0	111.0	-6.4	2.0	-34.9
Cc1ccc(OCCCCn2ccnc2)c(Cl)c1	-3.9	-1.9	-7.4	8.3	105.0	100.0	13.3	2.0	4.4
Cc1ccc(N2C(=O)C3C(C2=O)C2C=CC3C23CC3)c([N+](=O)[O-])c1 (stereo unspecified)	-3.4	0.3	-1.3	5.6	104.0	107.0	-10.4	-2.0	-0.8
COc1cccc(/C=C2\SC(=S)N(CCC(=O)NC3C=CS(=O)(=O)C3)C2=O)c1 (stereo unspecified)	-7.0	-0.6	0.5	3.2	100.0	101.0	-13.4	0.0	-38.3
COCCn1cnnc1SCC(=O)Nc1cc(OC)c([N+](=O)[O-])cc1C	-9.7	-0.5	-2.5	-0.2	99.0	101.0	0.5	-1.0	11.1
Nc1ncnc2nc(SCc3ccc(Cl)cc3Cl)[nH]c12	-4.4	-0.7	-0.2	2.1	/	/	-12.5	/	-5.8

(cont.)
SMILES	HCV NS3 hel inh	CRFR2-BP ag	GalR3 antag	SUMO HTRF inh	MEKK2wt PB1 HTS	MEKK3 PB1 HTS	CRFBP-R2 block	MEKK2mut PB1 HTS	DNA FID counter
Brc1ccc(-c2csc(/N=C/N3CCCC3)n2)cc1	-12.7	-1.4	-1.6	-4.8	98.0	102.0	9.0	0.0	-12.5
CSc1ccc(N=Nc2c(C)[nH]n(C)c2=O)cc1	-1.5	-1.9	-3.6	-2.9	104.0	100.0	16.8	1.0	-11.2
CCCCN(CCCC)CP(=O)(c1ccccc1)c1ccccc1	0.3	3.8	-8.8	1.1	106.0	101.0	-5.8	7.0	-27.6
O=[N+]([O-])c1cccc(S(=O)(=O)NCCc2cn3ccccc3n2)c1	-8.1	0.2	-4.0	31.6	103.0	111.0	-0.1	10.0	-4.8
C=CCNc1nc2ccccc2nc1NS(=O)(=O)c1ccc(Cl)cc1	36.4*	-1.1	-12.1	4.0	111.0	107.0	4.7	9.0	-31.8
COc1ccc(Br)cc1CN1CCN(S(=O)(=O)Cc2ccccc2)CC1	-0.3	1.1	-6.4	1.5	108.0	106.0	-9.8	11.0	-14.2
CC(C)(C)c1ccc(NC(=O)CCNC(=O)c2ccco2)cc1	-0.2	1.6	-8.3	-9.0	99.0	102.0	1.0	3.0	-28.0
NC(=S)NNc1cccc(Cl)c1	0.0	-0.8	-3.0	15.8	103.0	106.0	-2.3	3.0	5.4
CCCn1c(=O)c(C(=O)NCc2ccccc2OC)c(O)c2ccccc21	8.1	4.8	-7.8	7.8	105.0	103.0	-5.2	2.0	-2.6
Cc1cc(Nc2ccc(C)c(C)c2)c2ccccc2n1	-20.3	-0.5	-10.8	3.9	106.0	91.0	-21.1	4.0	10.3
O=C(Cc1ccccc1)NN1C(=O)C2C(C1=O)C1C=CC2C12CC2 (stereo unspecified)	-2.9	-1.3	-4.0	-8.5	100.0	97.0	-7.2	1.0	-4.5
CC(=O)N1CCC2(CC1)CC(=O)c1cc(Cl)ccc1O2	/	-0.5	-4.0	/	99.0	100.0	2.7	4.0	/
COc1ccc(C(=O)N2CCC3(CC2)NCCc2[nH]cnc23)cc1OC	3.6	-1.3	-1.4	-7.8	100.0	104.0	5.1	2.0	1.5
C=CCOc1ccc(CNCCO)cc1OCC	-2.0	-1.7	-1.5	4.7	104.0	105.0	-1.2	-1.0	-0.3
C=CCSc1nnc(-c2ccccc2NC(C)=O)c(=O)[nH]1	0.7	1.2	-4.6	-30.1	99.0	100.0	12.2	0.0	-1.4
CC(C)(C)NC(=O)COC(=O)c1cc(F)c(F)cc1Cl	4.2	0.2	-3.1	15.6	101.0	97.0	-9.2	5.0	-2.5
CCOc1ccccc1N1CCN(C(=O)COc2ccc3c(C)cc(=O)oc3c2)CC1	0.2	-2.4	-6.4	-10.3	98.0	97.0	-4.8	-2.0	-31.6
CCOc1ccccc1N(C(=O)Nc1cccc(Cl)c1)C1=NC(C)CS1 (stereo unspecified)	5.1	0.6	-3.2	3.1	106.0	100.0	8.0	-1.0	-2.9
CCOC(=O)c1c(C)[nH]c(C)c1S(=O)(=O)NCC1CCN(Cc2ccc(C)cc2)CC1	-4.2	0.4	-4.8	18.7	118.0	101.0	-13.8	9.0	9.4
O=C(O)c1ccccc1-c1nc2ccccc2[nH]1	-2.9	2.6	-3.3	11.3	96.0	103.0	3.5	-6.0	2.7
Cc1ccc(-n2nc(CN3CCOCC3)c(-c3ccccc3)c2N)cc1Cl	-8.6	-4.8	-1.0	-4.2	115.0	108.0	21.1	18.0	-12.5
Cc1oc(/N=C/c2ccc(Cl)cc2Cl)c(C#N)c1C	11.5	13.6	-5.6	10.5	110.0	105.0	-34.8	4.0	-1.0

Filtered by structure, the compounds so far containing a Cl atom
SMILES	HCV NS3 hel inh	CRFR2-BP ag	GalR3 antag	SUMO HTRF inh	MEKK2wt PB1 HTS	MEKK3 PB1 HTS	CRFBP-R2 block	MEKK2mut PB1 HTS	DNA FID counter
C=CCN(c1ccc(Cl)cc1)S(=O)(=O)c1cccc(C(=O)O)c1	6.2	0.4	-6.3	-0.1	93.0	88.0	-2.1	-7.0	-24.5
CC(C)CN(C(=O)CN(C)C(=O)Cc1ccccc1Cl)c1c(N)n(CC(C)C)c(=O)[nH]c1=O	-4.4	1.0	-1.6	-10.4	104.0	103.0	-5.5	7.0	-24.9
Cc1ccc(OCCCCn2ccnc2)c(Cl)c1	-3.9	-1.9	-7.4	8.3	105.0	100.0	13.3	2.0	4.4
Nc1ncnc2nc(SCc3ccc(Cl)cc3Cl)[nH]c12	-4.4	-0.7	-0.2	2.1	/	/	-12.5	/	-5.8
C=CCNc1nc2ccccc2nc1NS(=O)(=O)c1ccc(Cl)cc1	36.4*	-1.1	-12.1	4.0	111.0	107.0	4.7	9.0	-31.8
NC(=S)NNc1cccc(Cl)c1	0.0	-0.8	-3.0	15.8	103.0	106.0	-2.3	3.0	5.4
CC(=O)N1CCC2(CC1)CC(=O)c1cc(Cl)ccc1O2	/	-0.5	-4.0	/	99.0	100.0	2.7	4.0	/
CC(C)(C)NC(=O)COC(=O)c1cc(F)c(F)cc1Cl	4.2	0.2	-3.1	15.6	101.0	97.0	-9.2	5.0	-2.5
CCOc1ccccc1N(C(=O)Nc1cccc(Cl)c1)C1=NC(C)CS1 (stereo unspecified)	5.1	0.6	-3.2	3.1	106.0	100.0	8.0	-1.0	-2.9
Cc1ccc(-n2nc(CN3CCOCC3)c(-c3ccccc3)c2N)cc1Cl	-8.6	-4.8	-1.0	-4.2	115.0	108.0	21.1	18.0	-12.5
Cc1oc(/N=C/c2ccc(Cl)cc2Cl)c(C#N)c1C	11.5	13.6	-5.6	10.5	110.0	105.0	-34.8	4.0	-1.0

From PubChem BioAssay
